ALOX15B inhib: qHTS Assay for Inhibitors of 15-hLO-2 (15-human lipoxygenase 2); purified 15hLO-2, xylenol orange hydroperoxide absorbance; Potency, µM (titrated, usually from 57.1 µM), inactives show at the highest dose activity change, negative = inhibition, usual class: inhibitors; actives 0.56% (n = 110,000); also: potency is read from the fitted curve at half-maximal effect; nearly all actives have a fitted effect of over 60% in size; many of its hits are not listed in these tables
Target sequence (O15296 whole entry, looked up): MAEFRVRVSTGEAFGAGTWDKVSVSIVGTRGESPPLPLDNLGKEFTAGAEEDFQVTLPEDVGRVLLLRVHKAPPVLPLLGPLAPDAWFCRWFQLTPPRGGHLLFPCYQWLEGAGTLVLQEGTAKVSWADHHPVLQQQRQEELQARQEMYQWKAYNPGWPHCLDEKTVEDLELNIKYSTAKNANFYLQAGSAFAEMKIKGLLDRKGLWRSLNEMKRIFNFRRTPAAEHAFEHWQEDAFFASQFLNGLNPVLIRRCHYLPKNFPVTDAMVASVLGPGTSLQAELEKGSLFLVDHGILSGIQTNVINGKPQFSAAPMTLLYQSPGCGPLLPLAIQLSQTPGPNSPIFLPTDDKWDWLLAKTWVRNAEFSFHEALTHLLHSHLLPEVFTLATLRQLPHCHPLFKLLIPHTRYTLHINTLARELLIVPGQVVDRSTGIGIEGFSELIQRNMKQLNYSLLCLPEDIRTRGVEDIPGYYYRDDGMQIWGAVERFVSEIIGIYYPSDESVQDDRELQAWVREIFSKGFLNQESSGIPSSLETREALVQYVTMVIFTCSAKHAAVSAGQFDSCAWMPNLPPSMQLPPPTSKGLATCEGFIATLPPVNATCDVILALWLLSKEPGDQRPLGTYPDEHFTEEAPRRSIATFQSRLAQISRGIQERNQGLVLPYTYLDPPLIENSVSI
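Screening format was qHTS against 50 nM purified 15hLO-2 in Hepes pH 7.5 with detergent. Activity follows hydroperoxide formation from 45 uM arachidonic acid, measured as 573:405 nm absorbance ratio of the ferric-xylenol orange complex.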
ALOX12 inhib: qHTS Assay for Inhibitors of 12-hLO (12-human lipoxygenase); Potency, µM (series often up to 57.1 µM), inactives show at the top dose activity change, negative = inhibition, actives largely listed as inhibitors; AID 1452, 2008; purified 12-hLO, xylenol orange hydroperoxide absorbance; Polyunsaturated fatty acid lipoxygenase ALOX12 (Homo sapiens), P18054; actives 0.12% (n = 150,000); also: potency is read from the fitted curve at half-maximal effect; nearly all actives have a fitted effect of over 55% in size; many of its hits are not listed in these tables
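150 nM 12hLO, 25 mM Hepes pH 7.0 + 0.01% Triton X-100; cpd preinc 15 min RT; 40 uM arachidonic acid, 30 min RT; Fe-XO 30 min; A573/A405 ratio as read-out.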
IMPase cell inh: qHTS Assay for Identifying the Cell-Membrane Permeable IMPase Inhibitors; inhibition (IP1 accumulation), % at 46.1 µM; 120,000 tested, under 10 active; CHO-M1 cells, IP1 accumulation, HTRF TR-FRET ratio; AID 901, 2007; Inositol monophosphatase 1 (Rattus norvegicus), P97697; active = well fitted curve in the direction sought with a large enough effect in the signal ratio, not every such curve was filed as active; inconclusive = small, poorly fitted or top-dose-only effect, or a change in a side signal; inactive = no such curve, though single readings can be large or run the other way; the % refers to the signal ratio;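 also: cells stimulated with carbachol in lithium chloride buffer; plate controls were DMSO basal wells for no effect and reference inhibitor wells for full effect; higher means more IMPase inhibition seen as more IP1 and lower FRET ratio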
Target sequence (P97697 whole entry, looked up): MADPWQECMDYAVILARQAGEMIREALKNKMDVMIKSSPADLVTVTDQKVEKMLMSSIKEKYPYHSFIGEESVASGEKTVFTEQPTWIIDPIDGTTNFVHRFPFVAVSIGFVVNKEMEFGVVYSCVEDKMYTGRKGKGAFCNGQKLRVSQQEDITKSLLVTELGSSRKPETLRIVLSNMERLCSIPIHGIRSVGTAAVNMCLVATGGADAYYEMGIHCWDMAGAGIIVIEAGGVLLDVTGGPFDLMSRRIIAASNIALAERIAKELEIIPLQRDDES
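CHO-M1 cells (CHO stably expressing M1 receptor), compound up to 46 uM final, stimulated with carbachol (50 uM as added) in buffer with 50mM LiCl, pH 7.4, 30 min at 37C. Cytosolic IP1 read by TR-FRET; AC50 from Hill fits.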
PNC assembly inh: High Content Assay for Compounds that inhibit the Assembly of the Perinucleolar Compartment; PC3M PTB-GFP, PNC prevalence imaging, 16 h; active compounds read low; activity change (PNC), negative = inhibition, % at 10 µM; actives 3.1% (n = 140,000);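 active = readout at or below -70, meaning at least 70% loss of cells showing the perinucleolar compartment, a nuclear body marking cancer cells; inconclusive = readout between -30 and a set limit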;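 also: plate controls were DMSO wells for no effect and camptothecin positive control wells for full effect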
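Read-out is percentage of cells bearing a perinucleolar compartment, from automated 20x imaging of fixed, Hoechst-stained PC3M PTB-GFP cells. Cells were seeded 4 h, then exposed 16 h to compound (23 nl of library stock) in duplicate plates.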
Numbers without * were called inactive; ? = inconclusive; / = not tested or not shown; [ ] = another dose, or the depositor's remark. Unless noted, calls follow the shape of the dose curve; as a rule, active = well fitted curve in the direction sought with a large enough effect; inconclusive = small, poorly fitted or top-dose-only effect, or another doubt; inactive = no such curve, though single readings can be large; an effect the other way counts as inactive or inconclusive. Unless noted, % is scaled to controls: 0 for no effect and ±100 for the full control effect. Some of the compounds tested. The share of hits here may be higher or lower than overall.

SMILES	ALOX15B inhib	ALOX12 inhib	IMPase cell inh	PNC assembly inh
CNC(=O)c1ccccc1NC(=O)c1cccc(S(=O)(=O)N2CCC(C)CC2)c1	3%	-9%	5	-3
Cc1[nH]nc2c1C(c1ccc3c(c1)OCO3)C(C#N)=C(N)O2 (centres undefined)	9%[2.29 µM]	-8%	11	-9
COCCn1c(=O)c(-c2cc(F)cc(F)c2)nc2cnc(Oc3ccc(OC)cc3)nc21	-2%	-2%	/	/
CC(O)CNc1nc2ccccc2n1CC(=O)NCCc1ccc(Cl)cc1 (centres undefined)	13%	-1%	-5	19
CC(=O)N1CCCc2ccccc21	6%	0%	-1	-2
CCCCCCOc1ccc(C(=O)O)cc1C#N	/	0%	/	?
O=C(Nc1nnc(-c2ccc3c(c2)CCCC3)o1)c1ccccc1Cl	12%	-7%	-5	21
CSc1nc(-c2ccccc2)nc2c1COC(C)(C)C2	7%	-4%	-6	?
Cc1ccc(C)c(N2CN(Cc3cccnc3)CNC2=S)c1	/	-1%	-1	-14
CCc1ccc(C(CC(=O)c2ccc(Cl)cc2)C(=O)O)cc1 (centres undefined)	-17%	-6%	-8	68
Cc1cccc(C(=O)NCC2CCCO2)c1 (centres undefined)	/	5%	?	87
COc1ccc(C(=O)Nc2nc(-c3ccc([N+](=O)[O-])cc3)c(-c3ccc(OC)cc3)s2)cc1	/	-3%	0	-19
CC(C)(C)C(=O)Cn1c[n+](N)cn1	4%[2.29 µM]	-1%	7	?
CCOC(=O)c1sc(/N=C/c2ccc(O)cc2O)cc1C	/	-6%	/	-18
Cc1ccc(S(=O)(=O)N2CCC(C(=O)Nc3ccc4c(c3)COC4=O)CC2)cc1	0%	-6%	4	15
O=c1c2c(nc3n1CCCCC3)-c1ccccc1CC21CCCCC1	/	3%	-11	?
CS(=O)(=O)CCC(C(=O)OCc1ccc(Br)cc1)N1C(=O)c2ccccc2C1=O (centres undefined)	/	-3%	2	9
CCn1c(SCC(=O)OC2CCCCC2)nc2ccccc2c1=O	-8%	-7%	0	37
C=CCN1C(=O)/C(=C\C=C2\N(C)c3ccccc3C2(C)C)SC1=S	/	6%	-5	?
COc1cc(CN2CC(C)CC(C)C2)cc([N+](=O)[O-])c1O (centres undefined)	/	5%	/	?
CCOc1ccccc1NC(=O)N1CCC(c2nc3ccccc3[nH]2)CC1	6%	3%	8	?
CC(=O)N1N=C(c2ccc(C)o2)CC1c1ccc(F)cc1 (centres undefined)	/	-7%	-8	?
Cc1ccc(S(=O)(=O)N(C)CC(=O)O/N=C(\N)c2ccccn2)cc1	1%	-1%	-2	24
CC(C)C=O	3%	-2%	/	/
CN(C)c1nn(C(=O)Nc2ccc(Cl)cc2Cl)cc1-c1ccccc1	4%	0%	-5	?
COc1cc(NC(=O)CSc2nc3cc(C)ccc3cc2C)c(C(=O)O)cc1OC	/	0%	/	-8
CC(C)(C)NC(=O)CN(C(=O)CNC(=O)c1cccs1)c1ccc2c(c1)OCCO2	-5%[11.4 µM]	5%	-5[1.84 µM]	26
CC(Cc1ccccc1)C(=O)N(C)Cc1cccnc1 (centres undefined)	/	-1%	/	64
c1cncc(-c2nc(N3CCOCC3)c3ccccc3n2)c1	2%	-4%	0	-10
COc1ccc(/C=C2\CN(Cc3ccccc3)C/C(=C\c3ccc(OC)cc3OC)C2=O)c(OC)c1	4%	-18%	-6	18
Cc1nn2c(-c3ccc(Cl)cc3Cl)nnc2s1	-9%	0%	-12	14
Cc1ccccc1OCCC(=O)Nc1c(C)n(C)n(-c2ccccc2)c1=O	0%	0%	3	18
CC(C)c1nnc(SCC(=O)N2CCc3ccccc32)n1C	/	2%	11	7
Cc1cc(Oc2ccc(=O)n(C)n2)nc(Oc2ccc(=O)n(C)n2)n1	-8%	5%	-13	-20
CCn1c(SCC(=O)N2CCc3ccccc32)nnc1-c1ccncc1	-5%	-8%	5	?
CS(=O)(=O)N1CCCC(C(=O)NCc2ccccc2Cl)C1 (centres undefined)	2%	-3%	-11	?
CCn1cc(S(=O)(=O)CC(=O)Nc2ccc(OC)cc2)c2ccccc21	/	3%	5	13
C=CCN1C(=O)C2C(C(=O)NCc3ccccc3)C3C=CC2(O3)C1C(=O)NC(C)(C)C (centres undefined)	-13%	-4%	5	-5
CC(C)C(C)(C#N)NC(=O)CSc1nnc(-c2ccccc2)o1 (centres undefined)	-8%	2%	-4	29
Cc1cccc(NC(=O)CSc2nc(C)nc3c2c(=O)n(C)c(=O)n3C)c1	8%	-1%	6	?
OC(CN1C2=NCCN2c2ccccc21)c1ccc(Br)cc1 (centres undefined)	23%	2%	-3	18
Cc1c(N=C2SCC(=O)N2/N=C/c2ccccc2)c(=O)n(-c2ccccc2)n1C	/	-1%	2	48
CC(C)(C)NC(=O)CCN(/N=C/c1ccc([N+](=O)[O-])o1)C1=NS(=O)(=O)c2ccccc21	/	2%	/	51
COc1ccc(-c2cc(C(F)(F)F)nc(N3CCN(c4ccc(F)cc4)CC3)n2)cc1OC	1%	8%	-8	-25
CCOC(=O)C1CCCCN1C(=O)CCc1c(C)nc2ncnn2c1C (centres undefined)	3%	6%	3	43
O=C(c1cccs1)N1CCCC(c2nc(-c3ccc(F)cc3)no2)C1 (centres undefined)	-2%	-6%	5	-3
COC(=O)c1ccccc1NC(=O)c1ccc(COc2ccccc2)o1	-15%	-2%	3	-10
CC(C)(C)c1cc(/C=N/O)cc(C(C)(C)C)c1O	/	-7%	/	58
O=C(N/N=C/c1cccnc1)c1cc2c(ccc3ccccc32)o1	-6%	5%	4	-26
O=C(c1ccc(Cl)cc1)N1CCCCC(Sc2nnc(-c3ccc4c(c3)OCO4)o2)C1=O (centres undefined)	/	-3%	3	4
COc1cccc(-c2cc(C(F)(F)F)nc(-n3cc(Cl)cn3)n2)c1	-1%	-5%	-2	2
O=C(NC(c1ccccc1)C(Cl)(Cl)Cl)c1ccccc1 (centres undefined)	/	-1%	/	14
CO/N=C/c1ccc(Oc2ccc(C)cc2)nc1	/	1%	9	8
COc1ccc(/C=C/C(=O)c2nc3ccccc3n2CC(=O)c2ccc(OC)cc2)cc1	-9%	-9%	2	-18
COC(=O)c1c[nH]n2c(=O)c(Cl)c(C)nc12	/	-1%	/	-113*
CCOC(=O)c1ccc(NC(=O)Cn2ncc(Cl)c(Cl)c2=O)cc1	/	-1%	/	15
CCOC(=O)Cc1cc(=O)c2c(=O)n(-c3ccccc3)[nH]c2[nH]1	-12%	-17%	19	-6
N#Cc1cn(CC(=O)N2CCCc3ccccc32)c2ccccc12	/	-4%	-6	66
CCNc1nc(OC)nc(Oc2ccc(C(=O)OC)cc2)n1	-1%	7%	-4	5
CC(C)CCNC(=O)C12CN(Cc3ccccc3)CC1C(c1cccc([N+](=O)[O-])c1)=NO2 (centres undefined)	-1%	-12%	8	15
(further entries)
SMILES	ALOX15B inhib	ALOX12 inhib	IMPase cell inh	PNC assembly inh
Cc1ccc(S(=O)(=O)N2CCN(Cc3ccccc3)CC2)c(C)c1N(C)S(=O)(=O)c1ccccc1	/	-4%	22	6
COCCN(C(=O)c1cccc(OC)c1)c1nnc(-c2ccncc2)s1	-1%	-7%	0	-19
O=c1[nH]c2c(s1)C(c1ccco1)C1C3CCC(C3)C1S2 (centres undefined)	?	-14%	6	?
CSc1nc(N)nc(SCCS(=O)(=O)c2ccc(Cl)cc2)c1C#N	/	-12%	14	223
CC(=O)Nc1ccc(SCC(=O)c2cc(C)n(CC(F)(F)F)c2C)cc1	-1%	3%	17	34
CNC(=O)c1ccsc1NC(=O)c1ccc2c(c1)CCCC2	/	-8%	/	35
O=C(Nc1ccccn1)c1cc(-n2cnnc2)ccc1Cl	-1%	1%	7	22
O=C(CSc1ccc2nnc(-c3ccccc3)n2n1)NCc1ccco1	-2%[11.4 µM]	-3%	3[1.84 µM]	-10
O=C(N/N=C/c1cc(Br)c(O)c(Br)c1)c1cccc(C(F)(F)F)c1	/	-3%	/	-27
CCc1ccc(C(=O)NC(CCSC)C(=O)O)cc1 (centres undefined)	/	-1%	/	?
O=C(CC1(O)C(=O)N(Cc2ccccc2)c2ccccc21)c1ccncc1 (centres undefined)	-10%	0%	-7	6
O=C1c2cccc(OCc3ccc(F)cc3)c2CCN1Cc1ccccc1	/	-5%	7	-82*
O=c1c2c([nH]c3ccccc13)CCCC2	-7%	-3%	-3	-24
O=C(O)C1CC=CCC1C(=O)Nc1ccc(S(=O)(=O)N2CCCc3ccccc32)cc1 (centres undefined)	-4%	-7%	3	9
O=C(Nc1ccc(Cl)c(Cl)c1)c1ccncc1	13%	-7%	-13	34
N#Cc1c(NC(=O)CSc2nnnn2C2CCCC2)sc2c1CCCC2	-4%	-1%	3	-2
COc1ccc(-c2cc(=O)c3c(O)cc(O)c(-c4cc(-c5cc(=O)c6c(O)cc(O)cc6o5)ccc4OC)c3o2)cc1	-27%	1%	/	/
COc1cccc(CN(C)C(=O)c2ccc3nccnc3c2)c1	5%	3%	10	23
O=S(=O)(/N=C(/Nc1ccccc1)c1ccccc1)c1cccs1	/	0%	2	9
N#Cc1nc(Cc2cccc3ccccc23)oc1NCCCN1CCOCC1	11%	5%	-5	-17

Record cards, as listed above:
Profile of CNC(=O)c1ccsc1NC(=O)c1ccc2c(c1)CCCC2 : ALOX15B inhib = /; ALOX12 inhib = -8%; IMPase cell inh = /; PNC assembly inh = 35
Profile of COc1ccc(-c2cc(=O)c3c(O)cc(O)c(-c4cc(-c5cc(=O)c6c(O)cc(O)cc6o5)ccc4OC)c3o2)cc1 : ALOX15B inhib = -27%; ALOX12 inhib = 1%; IMPase cell inh = /; PNC assembly inh = /
Profile of COc1cccc(CN(C)C(=O)c2ccc3nccnc3c2)c1 : ALOX15B inhib = 5%; ALOX12 inhib = 3%; IMPase cell inh = 10; PNC assembly inh = 23

(more compounds)
SMILES	ALOX15B inhib	ALOX12 inhib	IMPase cell inh	PNC assembly inh
Cc1ccc(NC(=O)c2cccc(OCc3c(C)noc3C)c2)c(C)c1	4%	-10%	-7	6
O=C(O)C1CCCN1S(=O)(=O)c1cccs1 (centres undefined)	2%	8%	-12	-27
Cc1sc(NC(=O)CN2CCOCC2)nc1-c1ccc2c(c1)CCN2S(=O)(=O)c1ccccc1	36%[activator]	5%	6	?
CC(C)CNC(=O)c1cccc(NC(=O)CSc2ccc(Cl)cc2)c1	/	2%	2	?
CCCCc1noc2c1/C(=N\O)CC(c1ccccc1)C2 (centres undefined)	0%	0%	7	-3
COc1ccc(Cl)cc1Nc1nc(-c2sc(NC(=O)c3ccco3)nc2C)cs1	-11%	-7%	-1	46
O=C(COc1ccccc1)Nc1nnc(C23CC4CC(CC(C4)C2)C3)s1	/	0%	/	29
CC(=O)N1c2ccccc2C(C)(c2ccccc2)CC1(C)C (centres undefined)	-10%	-5%	0	?
Cc1ccc(S(=O)(=O)CC(c2ccccc2)N2CCOCC2)cc1 (centres undefined)	-3%	-8%	7	3
Clc1cccc(-c2nn3c(-c4ccncc4)nnc3s2)c1	-3%	1%	-13	46
CCOc1ccc(NC(=O)Nc2cc(-c3ccccc3)sc2C(=O)OC)cc1	/	-2%	-2	?
CCN(c1ccccc1)S(=O)(=O)c1ccc(Cl)c(NC(=O)CSc2nncn2C)c1	/	3%	-5	-5
Cc1ccc(NC(=O)N(Cc2cc3cc(C)cc(C)c3[nH]c2=O)CC2COCCO2)cc1 (centres undefined)	17%	0%	-1	-11
CC(C)(C)OC(=O)Cn1c(=O)cnc2ccccc21	2%	1%	-4	50
CC12CCC(C(=O)N(c3cccc(Cl)c3)C1=O)C2(C)C (centres undefined)	/	-2%	/	?

From PubChem
